Shiga inhibitor – A qHTS for Small Molecule Inhibitors of Shiga Toxin. Vero cells, Shiga toxin protein synthesis inhibition reporter. inhibition, % at 38.7 µM. hit rate 9.2% among 290,000. AID 2315, 2010; in the data active = inhibition mostly above about 28%, no sharp cut-off; inactive = mostly below about 43%; note: 0% is about no effect
Pf growth 96h – Primary qHTS for delayed death inhibitors of the malarial parasite plastid, 96 hour incubation. P. falciparum luciferase reporter growth, 96 h. Potency, µM (top dose mostly 28.7 µM), for inactives: top-dose activity change, negative = inhibition, most hits filed as inhibitors. hit rate 6.9% among 320,000. AID 504834, 2011; note: potency is the fitted concentration of half-maximal effect; % is set by controls: 0 for no effect and ±100 for the full control effect
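Compounds incubated with erythrocytes infected by luciferase-expressing P. falciparum (2% hematocrit, 0.05% parasitemia final) for 96 hours, 37 C in 5% CO2. Growth inhibition scored as decreased luciferase luminescence.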
Cycloheximide cs – Cycloheximide Counterscreen for Small Molecule Inhibitors of Shiga Toxin; cell reporter, cycloheximide protein synthesis inhibition counterscreen; max response, %; hit rate 12% among 300,000; in the data active = max response mostly above about 13%, no sharp cut-off; inactive = mostly below about 14%; note: read at 38.3 µM for the half of the compounds with a filed dose; 0% is about no effect
LmPK inh – qHTS Assay for Inhibitors of Leishmania Mexicana Pyruvate Kinase (LmPK); hit rate 0.37% among 290,000; Potency, µM (highest dose often 57.5 µM), inactives show at the top dose activity change, negative = inhibition, actives largely listed as inhibitors; Q27686; purified LmPK, Kinase-Glo ATP luminescence, 1 h; note: potency is the fitted concentration of half-maximal effect; % is set by controls: 0 for no effect and ±100 for the full control effect
Target sequence (Q27686 whole entry, looked up): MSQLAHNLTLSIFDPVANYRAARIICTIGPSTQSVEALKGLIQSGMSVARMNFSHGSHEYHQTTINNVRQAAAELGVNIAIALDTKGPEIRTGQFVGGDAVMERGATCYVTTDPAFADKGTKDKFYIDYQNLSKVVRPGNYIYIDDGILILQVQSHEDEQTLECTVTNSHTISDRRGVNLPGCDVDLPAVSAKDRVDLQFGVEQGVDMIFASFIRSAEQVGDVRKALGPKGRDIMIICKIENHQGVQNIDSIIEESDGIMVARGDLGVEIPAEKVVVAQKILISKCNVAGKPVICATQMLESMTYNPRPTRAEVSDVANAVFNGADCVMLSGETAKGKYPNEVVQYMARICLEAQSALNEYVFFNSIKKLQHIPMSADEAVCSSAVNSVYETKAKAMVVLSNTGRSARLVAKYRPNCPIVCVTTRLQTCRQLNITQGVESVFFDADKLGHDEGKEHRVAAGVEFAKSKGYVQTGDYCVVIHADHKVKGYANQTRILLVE
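0.1 nM LmPK, 0.5 mM PEP, 0.1 mM ADP; 50 mM imidazole pH 7.2, 7 mM MgCl2, 50 mM KCl; 1 h RT. Kinase-Glo luminescence readout, normalized to no-enzyme (full inhibition) and uninhibited wells.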
AMA1 RON2 block – qHTS for Inhibitors of AMA1-RON; Towards Development of Antimalarial Drug Lead: Primary Screen; Plasmodium falciparum AMA1 (3D7) - RON2 peptide interaction; AlphaScreen AMA1-biotinylated RON2 peptide binding; Potency, µM (series often up to 58.2 µM), for inactives: at the top dose activity change, negative = inhibition, most hits filed as inhibitors; hit rate 0.2% among 360,000;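 note: potency is the fitted concentration of half-maximal effect; 0% = vehicle wells and -100% = peptide control; nearly all actives have a fitted effect of over 45% in size; some results filed as inactive show a strong effect at the top dose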
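AMA1 (3D7) with his tag at 25 nM final met compounds first, then biotinylated RON2 peptide at 25 nM; detection used donor plus acceptor beads, 10 µg/mL apiece, read by AlphaScreen after 30 min at room temperature.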
Pf growth 48h – Primary qHTS for delayed death inhibitors of the malarial parasite plastid, 48 hour incubation; hit rate 5.9% among 310,000; Potency, µM (series often up to 28.7 µM), for the others: at the top dose activity change, negative = inhibition, hits mostly inhibitors; AID 504832, 2011; P. falciparum luciferase growth in erythrocytes, 48 h; note: potency is the fitted concentration of half-maximal effect; % is set by controls: 0 for no effect and ±100 for the full control effect
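Parasite viability was followed by luminescence of a genomically integrated firefly luciferase. Cultures held 0.1% parasitemia at 2% hematocrit (final), incubated under 5% CO2 at 37 C.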
TbPYK inhibitor – qHTS of Trypanosoma Brucei Inhibitors. pyruvate kinase (Trypanosoma brucei), Q57TT1. TbPYK enzyme, Kinase-Glo Plus ATP luminescence, 45 min. Potency, µM (doses to about 76.8 µM), without a hit: at the top dose activity, negative = inhibition, most hits filed as inhibitors. hit rate 0.12% among 410,000. AID 624173, 2012; note: potency is the fitted concentration of half-maximal effect; % is set by controls: 0 for no effect and ±100 for the full control effect; nearly all actives have a fitted effect of over 50% in size
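T. brucei PYK with substrate was exposed to pin-transferred compounds across a concentration series, then started with 130 uM ADP (final). After 45 min at room temperature, Kinase-Glo Plus luminescence was read, normalized and curve-fitted.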
* = called active by the depositor; i = inactive; u = inconclusive; x = not tested or not shown; & = joins results of further samples; [ ] = remark or other dose. Unless noted, calls come from the whole dose curve; as a rule, active = well fitted curve in the direction sought with a large enough effect; inconclusive = small, poorly fitted or top-dose-only effect, or another doubt; inactive = no such curve, though single readings can be large; an effect the other way counts as inactive or inconclusive.

[1] CCOC(=O)c1c(S(=O)(=O)NCc2ccc(C)o2)c(C)n(C)c1C
[2] Cc1ccc(S(=O)(=O)N2CCC(C(=O)OCC(=O)N(C)C3CCCCC3)CC2)cc1C
[3] CC(NC(=O)COC(=O)c1cc(=O)[nH]c2ccccc12)c1ccccc1 (centres undefined)
[4] Cc1ccc2c(c1)N(C(=O)CCC(=O)NCCCN1CC(C)CC(C)C1)CCO2 (centres undefined)
[5] Cc1ccc2c(CSc3nc4ccccc4c(=O)n3CCCO)cc(=O)oc2c1C
[6] CCCCNC(=O)c1ccccc1SCC(=O)NC1CCCCCCC1
[7] Cc1occc1-c1nnc(SCC(=O)NC2CCCC2)n1-c1ccccc1
[8] CC1=NN(C(C#N)c2ccccc2C)C(c2ccccc2)C1 (centres undefined)
screen / no.	1	2	3	4	5	6	7	8
Shiga inhibitor	-3	x	-9	-2	109*	x	6	26
Pf growth 96h	42%[activator]	27%	12%	26%	u	-24%	u	0%
Cycloheximide cs	10	x	8	-1	9	x	-3	-1
LmPK inh	3%	x	8%	-3%	2%	x	2%	3%
AMA1 RON2 block	6%	8%	-4%	11%	-9%	12%	17%	1%
Pf growth 48h	-5%	5%	21%	-6%	u	u	-24%	8%
TbPYK inhibitor	-1%	-8%	-1%	1%	3%	-1%	0%	2%

[9] COc1ccc(NC(=O)COC(=O)c2ccc(O)cc2)c([N+](=O)[O-])c1
[10] CC(C)(C)C1CCC2(CC1)C(C#N)=C(SCC(=O)NC1CCCCC1)NC(=O)C2C#N (centres undefined)
[11] COc1ccc(/C=C(\C#N)C(=O)OCC(=O)N2CC(C)OC(C)C2)cc1 (centres undefined)
[12] Cc1ccc(NC(N)=S)cc1
[13] Cc1nc(NC(=O)C23CCC(C)(C(=O)O2)C3(C)C)sc1C (centres undefined)
[14] COc1ccc(OC)c(/C=N/NC(=S)NCCc2ccccc2)c1
[15] Cn1c(SCC(=O)Nc2ccc(F)cc2F)nnc1-c1cccnc1
[16] CCOC(=O)COc1ccc(/C=C2/C(=O)NN(c3ccc(F)cc3)C2=O)cc1OC
screen / no.	9	10	11	12	13	14	15	16
Shiga inhibitor	7	-13	-7	-2	-13	21	1	x
Pf growth 96h	6%	2%	42%[activator]	32%[activator]	-10%	u	u	-23%
Cycloheximide cs	-3	-3	-2	-3	-1	-3	8	-2
LmPK inh	4%	4%	0%	1%	1%	11%	8%	-4%
AMA1 RON2 block	0%	-6%	0%	-12%	7%	82%[activator]	3%	22%
Pf growth 48h	20%	u	u	-5%	-9%	-10%	47%[activator]	8%
TbPYK inhibitor	6%	-2%	1%	-2%	-16%	-2%	-4%	-10%

[17] Cc1ccc(C)c(S(=O)(=O)N2CCN(CC(=O)Nc3cc(C)on3)CC2)c1
[18] CC(C(=O)Nc1sc2c(c1C(=O)NCC1CCCO1)CCC2)N1C(=O)c2ccccc2C1=O (centres undefined)
[19] O=C(OCc1ccc([N+](=O)[O-])cc1Cl)c1cnccn1
[20] CC(=O)Cc1nsc(NC(=O)c2ccccc2Cl)n1
[21] Cc1[nH]c2ccccc2c1/C=C/c1cc[n+](C)cc1
[22] O=S(=O)(c1cccc(-c2nnco2)c1)N1CCCC1
[23] CCCNS(=O)(=O)c1cc(Br)cc2c1N(C(=O)CC)CC2
[24] Cc1cc(C)c(NS(=O)(=O)c2ccc3c(c2)NC(=O)C(C)C(=O)N3)c(C)c1 (centres undefined)
screen / no.	17	18	19	20	21	22	23	24
Shiga inhibitor	-6	11	-7	-2	-13	-8	-7	3
Pf growth 96h	12%	7%	u	31%[activator]	0.15µM*	x	20%	-4%
Cycloheximide cs	-5	1	-4	25	-1	-3	-3	2
LmPK inh	7%	5%	-4%	-3%	-5%	-4%	-4%	5%
AMA1 RON2 block	6%	-8%	-7%	-2%	-10%	-15%	-2%	0%
Pf growth 48h	x	3%	14%	23%	0.41µM*	-3%	u	u
TbPYK inhibitor	-1%	-2%	-1%	-3%	-4%	14%	2%	-4%

[25] CCCN1CNc2c(c(=O)[nH]c(=S)n2CCc2ccccc2)C1
[26] COc1cccc2[nH]c(C(=O)NCCCN3CCCC3=O)cc12
[27] Cc1ccc(/C(O)=C/c2nc3ccccc3oc2=O)cc1
[28] Cc1ccc(CNC(=O)CNC(=O)[C@@H]2Cc3ccccc3CN2C(=O)OC(C)(C)C)cc1
[29] COc1ccc(CCNCC(O)c2ccccc2)cc1 (centres undefined)
[30] O=S(=O)(NNc1ccc(Cl)nn1)c1ccc(F)cc1
[31] CCOC(=O)Cn1nc(-c2ccccc2)c2cnc3ccc(CC)cc3c21
[32] COc1ccc(C2/C=C\CN(C(=O)c3ccccc3)CC(=O)N2Cc2ccc(F)cc2)cc1 (centres undefined)
screen / no.	25	26	27	28	29	30	31	32
Shiga inhibitor	-7	-6	68*	-5	-1	3	9	-6&-5
Pf growth 96h	u	u	-16%	-17%	u	0%	u	u
Cycloheximide cs	7	8	32*	-6	-2	8	7	-7&-4
LmPK inh	8%	-3%	u	-5%	1%	3%	4%	4%
AMA1 RON2 block	-5%	-2%	41%[activator]	0%	-6%	39%[activator]	1%	-9%
Pf growth 48h	-3%	7%	-21%	u	9.3µM*	-19%	u	u
TbPYK inhibitor	0%	0%	-12%	-2%	9%	7%	1%	0%

[33] CCOC(=O)c1[nH]c(C)c(C(=O)/C=C/c2ccc(C(=O)O)cc2)c1C
[34] CCCN1CCC(NCc2cn(C)nc2-c2ccc(Oc3ccccc3)cc2)CC1
[35] CCN(CC)c1ccc(NC(=O)Cn2c(C(C)NC(=O)c3ccc(C)cc3)nc3ccccc32)cc1 (centres undefined)
[36] O=C(c1ccco1)N1CCN(S(=O)(=O)c2ccc(C3CCCCC3)cc2)CC1
[37] CC(C)N1CCN(Cc2cnc(-c3ccccc3)s2)CC1CCO (centres undefined)
[38] Cc1nc2ccccc2c2oc(C(=O)N3CCC(N4CCCCC4)CC3)cc12
[39] CCN1CCN(C(=O)/C=C\C(=O)O)CC1
[40] OCCC1CN(Cc2ccc3ncccc3c2)CCN1Cc1ccccc1 (centres undefined)
screen / no.	33	34	35	36	37	38	39	40
Shiga inhibitor	2	-10	-4	-3	15	-8	-2	-2
Pf growth 96h	u	u	28%	u	6%	-14%	u	u
Cycloheximide cs	-1	6	1	-3	-1	-4	-2	1
LmPK inh	0%	4%	2%	3%	-5%	-1%	8%	7%
AMA1 RON2 block	0%	14%	-17%	11%	-7%	7%	-7%	-8%
Pf growth 48h	12µM*	1.7µM*	u	u	-16%	u	x	-5%
TbPYK inhibitor	-3%	5%	1%	5%	2%	-4%	12%	0%

[41] O=C1CCCc2sc3c(c2N1)CCCCC3
[42] O=C(CCN1C(=O)C2CCCCC2C1=O)Nc1nc2c(F)cc(F)cc2s1 (centres undefined)
[43] CCCn1nc2cc(C(=O)NCCc3cccs3)ccc2c1OCC
[44] O=C(NC1CCCN(Cc2ccccc2F)C1)C1CCC1 (centres undefined)
[45] Cc1ccc(S(=O)(=O)NC2c3cccc4cccc(c34)C2Sc2nncn2C)cc1 (centres undefined)
[46] Cc1ccc2nc(SCC(=O)NNC(=O)c3ccccc3)[nH]c2c1
[47] Cc1cc2nnc(SCC(=O)OC(C)C)n2c2ccccc12
[48] COC(=O)C1=NNC(C(=O)c2ccco2)C1c1ccccc1 (centres undefined)
screen / no.	41	42	43	44	45	46	47	48
Shiga inhibitor	32	x	73*	-6	1	-4	16	1
Pf growth 96h	-1%	269%[activator]	38%[activator]	-26%	u	19%	-2%	-14%
Cycloheximide cs	4	x	29*	1	6	-3	21	-7
LmPK inh	-3%	x	2%	3%	6%	0%	-2%	-9%
AMA1 RON2 block	-2%	-4%	-3%	2%	12%	37%[activator]	18%	4%
Pf growth 48h	16%	249%[activator]	9%	17%	u	23%	u	16%
TbPYK inhibitor	4%	0%	-1%	-6%	9%	-9%	-1%	-2%

[49] CCNc1c(NC(C)=O)c(=O)oc2ccccc12
[50] O=C(Cn1nnc(-c2ccccc2)n1)N1CCCCC1
[51] Cc1cccc(CSc2nc3c(c(=O)[nH]2)CCC3)c1
[52] Cn1c(=Nc2ccc(N3CCOCC3)cc2)ccc2ccccc21
[53] Cc1nc(CS(=O)(=O)c2ccccc2)cc(Sc2ccccc2Cl)n1
[54] O=C(NCCCn1ccnc1)c1nc(Cn2cc(Br)cn2)no1
[55] O=C(NCC1OCCc2ccccc21)c1ccco1 (centres undefined)
[56] O=C(Nc1cccc(O)c1)C(=O)Nc1ccccn1
[57] COc1cc2c(cc1OC)C(c1ccccc1OC(C)C)CC(=O)N2 (centres undefined)
[58] CCOC(=O)c1c(C)n(C(C)C)c2ccc(OC(=O)c3ccc(N4C(=O)CCC4=O)cc3)cc12
screen / no.	49	50	51	52	53	54	55	56	57	58
Shiga inhibitor	-11	47*	-31	-7	105*	-5	34*	27	x	-13
Pf growth 96h	13%	u	105%[activator]	u	14%	u	132%[activator]	i	28%	2%
Cycloheximide cs	4	38*	-1	1	38*	-9	19*	16*	1	-6
LmPK inh	1%	6%	4%	-2%	6%	-11%	5%	7.9µM*	11%	5%
AMA1 RON2 block	11%	23%	0%	5%	-2%	11%	42%[activator]	-1%	-3%	5%
Pf growth 48h	21%	0%	27%	-7%	0%	9%	-5%	50%[activator]	u	11%
TbPYK inhibitor	2%	0%	1%&-5%	4%	3%	7%	-9%	u	-4%	-10%

Among those listed so far, these have a furan ring, fused or not:
[1] CCOC(=O)c1c(S(=O)(=O)NCc2ccc(C)o2)c(C)n(C)c1C
[7] Cc1occc1-c1nnc(SCC(=O)NC2CCCC2)n1-c1ccccc1
[36] O=C(c1ccco1)N1CCN(S(=O)(=O)c2ccc(C3CCCCC3)cc2)CC1
[38] Cc1nc2ccccc2c2oc(C(=O)N3CCC(N4CCCCC4)CC3)cc12
[48] COC(=O)C1=NNC(C(=O)c2ccco2)C1c1ccccc1 (centres undefined)
[55] O=C(NCC1OCCc2ccccc21)c1ccco1 (centres undefined)
screen / no.	1	7	36	38	48	55
Shiga inhibitor	-3	6	-3	-8	1	34*
Pf growth 96h	42%[activator]	u	u	-14%	-14%	132%[activator]
Cycloheximide cs	10	-3	-3	-4	-7	19*
LmPK inh	3%	2%	3%	-1%	-9%	5%
AMA1 RON2 block	6%	17%	11%	7%	4%	42%[activator]
Pf growth 48h	-5%	-24%	u	u	16%	-5%
TbPYK inhibitor	-1%	0%	5%	-4%	-2%	-9%

Assay outcomes deposited in PubChem BioAssay by National Center for Advancing Translational Sciences (NCATS).
